# Screening results as filed in PubChem.
# Lipid storage S3: qHTS Assay for Lipid Storage Modulators in Drosophila S3 Cells; Drosophila S3 cells, BODIPY lipid droplet fluorescence, 18-24 h; cells fed with added oleic acid; lipid storage change, negative = inhibition, % at the top dose, mostly 46.1 µM; hits show Potency in µM; 320,000 compounds, 0.64% hits; active = well fitted inhibition curve with a large enough effect in the signal ratio, with a control signal flat, not every such curve was filed as active; inconclusive = small, poorly fitted or top-dose-only effect, or effect the other way, or a change in a side signal; the % refers to the signal ratio
#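 Drosophila S3 cells got compounds at several concentrations plus oleic acid (400 uM solution). Laser-scanning cytometry with 488 nm excitation read lipid droplets at 500-530 nm and cells at 575-640 nm. Percent activity was relative to 20 uM Triacsin C.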
# Lipid storage S3 cell count max: further read-out of Lipid storage S3, marked with its call; cell number change, %; measured here: cell count max response;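 cells counted by Cell Tracker Red CMTPX staining in the red channel; peak over a dose series mostly up to 46.1 µM; percent activity relative to internal control wells on each plate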
# Active calls of the source: *; i = inactive; ? = inconclusive; . = not tested or not shown. % is scaled to controls: 0 for no effect and ±100 for the full control effect; potency is read from the fitted curve at half-maximal effect. A portion of the library; the hit share may differ from the screen's.
SMILES,Lipid storage S3,Lipid storage S3 cell count max
CC(=O)Nc1ccc(Oc2ccc3c(c2)C(=O)NC3=O)cc1,-21%,1
CCC(C)NC(=O)CSc1nc2ccccc2c(=O)n1Cc1ccc(OC)cc1 (stereo unspecified),?,.
O=C(c1ccc(F)cc1)N1C2CCC1CC(O)(c1ccc(F)cc1)C2 (stereo unspecified),-5%,-16
C/C(=N\NC(=O)c1cccc(C)c1)c1cccc(NC(=O)c2ccco2)c1,?,.
Cc1ccc(NC(=O)c2ccc(OC(=O)COc3ccc(Cl)cc3C)cc2)cc1,1%,0
CCOCCCNC(=O)CCCOc1ccccc1,?,.
Cc1ccc(C2CC(C(F)(F)F)n3nc(C(=O)NCCN4CCOCC4)cc3N2)cc1 (stereo unspecified),8%,-7
CCOc1ccc(-n2nc3c(=O)[nH]nc(C)c3c2C)cc1,?,.
Cc1cnnn1-c1cccc([N+](=O)[O-])c1,?,.
Cc1cc2oc(=O)cc(CN(C)Cc3ccc(OC(F)F)cc3)c2cc1Cl,?,.
COc1cccc(-n2ccnc2SCC(=O)N2CCc3ccccc32)c1,?,.
NC(=O)COc1cccc2cccnc12,i,.
O=C(N=Nc1c(O)[nH]c2ccccc12)c1cccc(S(=O)(=O)N2CCCCC2)c1,?,.
COc1ccc(NC(=O)CSc2ccc3nnc(-c4ccccn4)n3n2)c(OC)c1,-17%,9
Cc1ccccc1OCCSCc1nc2ccccc2[nH]1,-15%,9
Cc1cc(OCC(=O)Nc2ccc(CN3CCOCC3)cc2)ccc1Cl,?,.
CC(C)(C)OC(=O)N/N=C/c1ccc(C(=O)O)cc1,10%,2
COc1cccc(N2CCN(CC(=O)NC(=O)NC3CCCCC3)CC2)c1,?,.
CC(Cc1cccnc1)NC(=O)c1cc(COc2c(F)cccc2F)on1 (stereo unspecified),-20%,.
O=C(c1cc2ccccc2o1)N1CCN(Cc2ccc3c(c2)OCO3)CC1,?,.
COC(=O)C(Cc1c[nH]c2ccccc12)NC(=O)C(=O)c1c[nH]c2ccccc12 (stereo unspecified),i,-18
COC(=O)c1cccc(N/C=C(\[N+](=O)[O-])S(=O)(=O)c2ccccc2)c1,?,.
NC(=O)c1cccn1-c1ncc(C(F)(F)F)cc1Cl,?,.
CCOC(=O)C1=C(C)N=c2s/c(=C/c3ccc(OCC(=O)O)cc3)c(=O)n2C1c1ccc(F)cc1 (stereo unspecified),3%,-18
CC(C)(C)NC(=O)C1CCCN(S(=O)(=O)c2cccc3cccnc23)C1 (stereo unspecified),?,.
SMILES,Lipid storage S3,Lipid storage S3 cell count max
CCn1ncc(/C=C/C(=O)C2CC2)c1C,2%,1
COC(=O)[C@@H](N)Cc1ccc(O)cc1,-2%,2
Cc1cc(=O)oc2cc(NC(=O)c3ccccc3OC(F)F)ccc12,?,.
O=S(=O)(Nc1ccc(N2CCOCC2)cc1)c1ccc2ccccc2c1,?,.
O=C(NCc1cccnc1)c1cc(C(=O)C2CC2)c[nH]1,?,.
c1ccc(C2=NNC(=NC3CC3)SC2)cc1,?,.
Cc1ccc(C)c(OCCC(=O)OCC(=O)NC(=O)NC2CCCC2)c1,?,.
CCOC(=O)N1CCC(NC(=O)C2CCCN(Cc3nc(-c4cccc(Cl)c4)oc3C)C2)CC1 (stereo unspecified),2%,13
COc1cc(C(=O)Sc2ccc(C)cc2)cc(OC)c1OC,?,.
Cc1cc(NC(=O)Nc2cccc3ccccc23)no1,?,.
Cc1cccc(CSc2nnc(-c3cccs3)n2Cc2ccco2)c1,-7%,-10
O=C1CC2CS(=O)(=O)CC2N1c1ccc(Cl)cc1Cl (stereo unspecified),-4%,-1
COC(=O)C1C(=O)c2c(n[nH]c2C)CC1(C)C (stereo unspecified),?,.
Cc1ccc(CN(c2ccc(C(=O)N3CCCC3)cc2)S(C)(=O)=O)cc1,?,.
CC(C)[C@H](NC(=O)[C@@H]1Cc2ccccc2CN1)C(=O)NC1CCCCC1,?,.
O=C(CNC(=O)c1cc(S(=O)(=O)N2CCCCC2)ccc1N1CCOCC1)Nc1ccc(F)c(F)c1,?,.
Cc1ccccc1-n1c(SCC(=O)N/N=C/C=C/c2ccccc2[N+](=O)[O-])nc2ccccc2c1=O,?,.
COc1ccc(NC(=O)CSc2nnc(-c3ccoc3C)n2CCc2ccccc2)cc1,?,.
O=C(CCNC(=O)c1ccc(Br)cc1)Nc1cc(Cl)ccc1-n1cncn1,?,.
Cc1ccc2nc(SCC(=O)Nc3cccc([N+](=O)[O-])c3)[nH]c2c1,?,.
Cc1ccc(NC(=O)CSCC(=O)Nc2ccc(N3CCOCC3)c(Cl)c2)cc1,14%,.
COc1ccc(Cc2noc(CN3CCN(c4ccc(Cl)cn4)CC3)n2)cc1OC,-14%,-5
Cc1cccc2cc(-c3nc4c(C)cccn4c3NCc3ccco3)c(=O)[nH]c12,-10%,-1
CCCCn1c(SCC(=O)Nc2cc(C)on2)nnc1-c1ccncc1,i,9
Cc1ccc(C(CC(=O)NCc2ccco2)c2ccccc2)c(O)c1 (stereo unspecified),?,.

# Arranged by heavy-atom count (ascending): 4 of the compounds above.
SMILES,Lipid storage S3,Lipid storage S3 cell count max
NC(=O)c1cccn1-c1ncc(C(F)(F)F)cc1Cl,?,.
COc1cc(C(=O)Sc2ccc(C)cc2)cc(OC)c1OC,?,.
Cc1cc2oc(=O)cc(CN(C)Cc3ccc(OC(F)F)cc3)c2cc1Cl,?,.
Cc1ccc(C2CC(C(F)(F)F)n3nc(C(=O)NCCN4CCOCC4)cc3N2)cc1 (stereo unspecified),8%,-7

# Nothing new here: entries from further up.
SMILES,Lipid storage S3,Lipid storage S3 cell count max
CCCCn1c(SCC(=O)Nc2cc(C)on2)nnc1-c1ccncc1,i,9
Cc1ccc(C(CC(=O)NCc2ccco2)c2ccccc2)c(O)c1 (stereo unspecified),?,.

# Later entries.
SMILES,Lipid storage S3,Lipid storage S3 cell count max
CCOC(=O)C1=C(COC(=O)CCc2ccc(CC)cc2)NC(=O)NC1C (stereo unspecified),-5%,-9
CSc1ccccc1NC(=O)CN(c1cccc(C)c1)S(C)(=O)=O,12%,-14
CCCCn1c(N)c(N(CC(C)C)C(=O)COC(=O)Cc2c(C)nc3ccccc3c2C)c(=O)[nH]c1=O,?,.
CSc1nc(=O)n2cccc(C)c2n1,i,.
CCCCCCN1CC(=O)N2Cc3[nH]c4ccccc4c3C[C@H]2C1=O,?,.
CCCOc1ccc(C(=O)Nc2cccnc2)cc1,?,.
Cc1nn(-c2ccccc2)c(-c2ccccc2[N+](=O)[O-])c1C(=O)O,4%,14
NC(=O)CSc1ccc(Br)cc1,i,.
Cc1c(Cl)cccc1NC(=O)CC1Sc2ccccc2NC1=O (stereo unspecified),?,.
CC(C)c1ccc(OCC(=O)NC2CCCC2)cc1,-6%,-24
CCn1nc(C)c(Br)c1-c1nc(-c2cccc(C)c2)no1,-3%,7
COc1ccccc1N1CCN(C2CC(=O)N(c3ccc(Cl)cc3)C2=O)CC1 (stereo unspecified),15%,1
O=C(NCc1cccnc1)NC1(c2ccccc2)CC1,?,.
O=c1/c(=C/c2ccc([N+](=O)[O-])cc2)sc2n1CCCN=2,3%,-2
Cc1cccc(C(=O)Oc2ccc(/C=N/NC(=O)c3ccc(O)cc3)cc2)c1,-17%,-5
CC(C)(C)n1nnnc1C(c1cc2cc3c(cc2[nH]c1=O)OCCO3)N1CCSCC1 (stereo unspecified),8%,3
COc1ccc(CCNC(=O)c2ccccc2SC)cc1,?,.
COC(=O)c1ccc(NC(C(=O)OC)C(C)C)c([N+](=O)[O-])c1 (stereo unspecified),24%,.
O=C(NCC(c1cccs1)N1CCOCC1)c1cc(-c2ccc(F)cc2)nc2ccccc12 (stereo unspecified),?,.
CCCS(=O)(=O)N1CCC(C(=O)NCCC(C)C)CC1,0%,1
COc1cc([N+](=O)[O-])ccc1N=Nc1c(N)[nH]n(-c2ccccc2)c1=O,?,.
FC(F)(F)c1cnc(Oc2ccccc2-c2nnco2)c(Cl)c1,i,19
COC1(C)CC2C(CC1OC(=O)c1cc([N+](=O)[O-])cc([N+](=O)[O-])c1)C2(C)C (stereo unspecified),?,.
Cc1cc(N(CN2CCCC2=O)C(=O)c2ccccc2)no1,?,.
CC1(C(=O)N2CCC(CO)(Cc3cccc(C(F)(F)F)c3)CC2)CC1,?,.

# In a second layout: results already given
structure	Lipid storage S3	Lipid storage S3 cell count max
O=C(NCC(c1cccs1)N1CCOCC1)c1cc(-c2ccc(F)cc2)nc2ccccc12 (stereo unspecified)	?	.
COC1(C)CC2C(CC1OC(=O)c1cc([N+](=O)[O-])cc([N+](=O)[O-])c1)C2(C)C (stereo unspecified)	?	.
Cc1cc(N(CN2CCCC2=O)C(=O)c2ccccc2)no1	?	.
CSc1nc(=O)n2cccc(C)c2n1	i	.
Cc1cccc(C(=O)Oc2ccc(/C=N/NC(=O)c3ccc(O)cc3)cc2)c1	-17%	-5

# As entered above.
# Lipid storage S3, O=C1CC2CS(=O)(=O)CC2N1c1ccc(Cl)cc1Cl (stereo unspecified) : -4%
# Lipid storage S3 cell count max, Cc1cccc2cc(-c3nc4c(C)cccn4c3NCc3ccco3)c(=O)[nH]c12 : -1

# Next records follow.
SMILES,Lipid storage S3,Lipid storage S3 cell count max
Cc1ccccc1-c1nn(-c2ccc(F)cc2F)cc1CNCC(C)O (stereo unspecified),19%,-2
COc1ccccc1NC(=O)CCNC(=O)Cn1ccc2ccccc2c1=O,-29%,-15
O=C(NCc1ccccc1)c1cccc(F)c1F,?,.
CCCCC(=O)Nc1cc(OCC)c(NC(=S)NC)cc1OCC,-2%,1
C/C(CC(=O)Nc1ccc(N(C)C)cc1)=N\NC(=O)c1ccc(C(C)(C)C)cc1,i,7
Cc1cc2nc(=O)c(/C=C3\C=Nc4ccccc43)c(N)n2o1,?,.
CCCCc1nnc(SC(C)C(=O)Nc2nccs2)n1C (stereo unspecified),43%,-8
Cc1ccc(C(=O)NCCN2CCOCC2)c(Cl)c1,i,19
CCOC(=O)Cc1csc(NC(=O)CCc2ccccc2)n1,i,10
Cc1ccc(NC(=S)NCC2CCN(C(C)c3ccccc3)C2)cc1 (stereo unspecified),4%,8
COc1ccc2cc(CCNC(=O)C3CC3)c(=O)[nH]c2c1,-17%,-9
COc1ccc(Cn2c3ccc(OC)cc3c3nc4ccccc4nc32)cc1,1%,-13
COc1ccc(NC(=O)C2CCCN(S(=O)(=O)c3cccc4cccnc34)C2)c(OC)c1 (stereo unspecified),?,.
COc1ccc(-c2cc(C(F)(F)F)nc(-n3ccnc3)n2)cc1,2%,-8
Cc1ccc(NC(=O)CNC2CCCCC2)cc1Cl,-15%,-9
Cc1cccc(NC(=O)Nc2c(C)n(C)n(-c3ccccc3)c2=O)c1C,?,.
O=C(COC(=O)c1ccc(O)cc1)Nc1ccc(N2CCCCC2)cc1,?,.
NS(=O)(=O)c1ccc(CCNC(=O)C2COc3ccccc3O2)cc1 (stereo unspecified),i,.
COc1ccc(C(c2nnnn2Cc2ccc(F)cc2)N2CCN(c3ccc(OC)cc3)CC2)cc1 (stereo unspecified),?,.
C[N+]1(CCOc2ccc([N+](=O)[O-])cc2)CCOCC1,?,.
Cc1c(C2=CCN(S(=O)(=O)c3ccc(Cl)cc3)CC2)c2ccccc2n1C,14%,0
Cc1onc(-c2ccccc2Cl)c1C(=O)NCc1cccnc1,?,.
CCCCS(=O)(=O)Nc1ccc(C(=O)NCC2CCCO2)cc1 (stereo unspecified),?,.
COc1ccc(C(=O)NC(=S)N2CCCc3ccccc32)cc1OC,2%,16
COc1ccccc1C1C(C(N)=O)=C(C)Nc2nc(-c3ccc(Cl)cc3)nn21 (stereo unspecified),?,.
SMILES,Lipid storage S3,Lipid storage S3 cell count max
O=C1Nc2c(c(=O)[nH]c(=O)n2-c2ccccc2)C1(Nc1ncccn1)C(F)(F)F (stereo unspecified),?,.
Cc1occc1-c1nnc(SCC(=O)N2CCCCC2)n1C,?,.
Cc1cc(N2CCN(C(=O)c3ccco3)CC2)nc(-c2ccccc2)n1,?,.
COc1cccc(-c2ccc(C#N)c(SCC(=O)NCCc3cccc(Cl)c3)n2)c1,-9%,2
COc1ccc(N(CC(O)Cn2cnc3ccccc32)S(=O)(=O)c2ccc(C)cc2)cc1 (stereo unspecified),?,.
C=CCOC(=O)C1C(=O)CC(C)(O)C(C(=O)OCC=C)C1c1ccc(OC)cc1 (stereo unspecified),?,.
CCC(=O)NC(Nc1nc(C)cs1)(C(=O)OC)C(F)(F)F (stereo unspecified),-3%,.
O=C1NC(c2ccccc2)=NC1(Nc1ccccn1)C(F)(F)F (stereo unspecified),-9%,-2
CCN(CC#CCC(O)(c1ccccc1)c1ccccc1)C(C)C,-6%,2
CC(=O)Nc1cccc(NC(=O)C2CCN(C(=O)c3ccco3)CC2)c1,?,.
CC(C)=CC(=O)Nc1nnc(C(C)C)s1,-12%,-20
Cc1cc(C)cc(C(=O)N(NC(=O)Nc2ccc(Cl)cc2)C(C)(C)C)c1,i,-23
CCOC(=O)C1C(=O)OC(C)(C)C1C(C)C(=O)c1ccc(C)cc1C (stereo unspecified),-15%,-6
Cc1ccccc1NC(=O)CN1C(=O)CSc2ccccc21,?,.
Cc1ccc(C)c(S(=O)(=O)N2CCN(C(=O)Nc3ccccc3)CC2)c1,-6%,32
COc1cc(OC)cc(C(=O)N2CCN(C(=O)c3ccc(-c4ccccc4)cc3)CC2)c1,3%,2
